NCOA3 inh – SRC3 coactivator transcriptional activity inhibitors, primary screen, cell-based, luminescence | HEK293 GAL4-SRC3 luciferase reporter | inhibition, % at 3.6 µM | AID 588352, 2011 | 0.17% of 360,000 active;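 active = inhibition above a per-campaign cutoff, the mean of all compounds plus 3 SD, cut at about 60% in these data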;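 note: 0% = DMSO-treated cells and 100% = gossypol-treated cells at 36 µM; higher means less SRC3-driven luciferase light from the GAL4 reporter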
NCOA1 inh – SRC1 coactivator transcriptional activity inhibitors, primary screen, cell-based, luminescence. 0.12% of 360,000 active. HEK293 GAL4-SRC1 luciferase reporter. inhibition, % at 3.6 µM. Nuclear receptor coactivator 1 (Homo sapiens), Q15788;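 active = inhibition above the campaign mean plus 3 SD, with each screening campaign given its own cutoff, cut at about 60% in these data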;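 note: 0% = DMSO treated cells and 100% = gossypol at 36 µM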
KKLEB cytotox – cytotoxicity in KKLEB CF airway cells, primary screen, cytotoxicity control for CF NF-kB inhibitor project, cell-based, uHTS, fluorescence assay plates | KKLEB CF airway cells viability, ATPlite luminescence, overnight; active compounds read low; cells stimulated with P. aeruginosa culture filtrate | activity change (cytotoxicity), % at 5 µM | 0.36% of 360,000 active | AID 602141, 2011;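 active = corrected activity change at or below -50% at 5 µM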
TROY signal inh – inhibitors of TROY-driven NF-kB signaling, primary screen, Q293 LMP1-TROYcd cells, NF-kB luciferase, uHTS; Q293 LMP1-TROYcd NF-kB luciferase reporter, 4 h; inhibition, % at 10 µM; 0.98% of 360,000 active; AID 1347056, 2019;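 active = compounds whose plate-normalised and pattern-corrected inhibition of the luciferase reporter signal at the single screening dose is 50% or more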
NR2F2 inh – NR2F2 transcriptional activity inhibitors, primary screen, cell-based, luciferase reporter, HEK293T, luminescence; HEK293T NGFI-A luciferase reporter; 0.7% of 370,000 active; inhibition, % at 8.6 µM; COUP transcription factor 2 (Homo sapiens), P24468;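 active = inhibition above a per-plate cutoff, mean inhibition of test wells between control levels plus 3 SD, cut at about 38% in these data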;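 note: cells cotransfected with COUP-TFII expression vector driving the NGFI-A reporter; 0% = median of COUP-TF2 test wells and 100% = reporter-only cells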
Target sequence (P24468 whole entry, looked up): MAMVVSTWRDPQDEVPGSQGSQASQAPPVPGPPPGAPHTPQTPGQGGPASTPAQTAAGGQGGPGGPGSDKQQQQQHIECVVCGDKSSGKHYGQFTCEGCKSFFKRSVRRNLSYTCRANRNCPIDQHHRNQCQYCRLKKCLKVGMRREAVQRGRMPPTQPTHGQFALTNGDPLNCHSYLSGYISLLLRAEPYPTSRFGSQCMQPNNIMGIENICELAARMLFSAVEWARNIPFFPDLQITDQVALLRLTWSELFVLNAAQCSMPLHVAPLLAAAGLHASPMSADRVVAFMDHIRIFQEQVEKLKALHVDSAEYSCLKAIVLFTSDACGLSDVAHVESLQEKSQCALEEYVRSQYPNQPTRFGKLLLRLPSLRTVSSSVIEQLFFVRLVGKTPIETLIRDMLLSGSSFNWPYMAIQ
TWEAK Fn14 block – inhibitors of TWEAK-Fn14 signaling, primary screen, luciferase reporter cells, uHTS | TWEAK-stimulated Fn14 reporter cells, luciferase luminescence, 8 h | inhibition, % at 10 µM | 2% of 360,000 active | AID 1159606, 2016; in the data active = inhibition above about 50%
C8 TRAIL sens – viability loss with TRAIL in NB7+C8 cells, primary screen, TRAIL sensitizer project, cell-based, ATPlite luminescence; inhibition (viability loss, TRAIL sensitization), % at 10 µM; 1% of 360,000 active; AID 624354, 2012;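 active = compounds causing at least 50% loss of cell viability in the single-dose screen, relative to plate controls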
EBV LMP1 NFkB – EBV LMP1-driven NF-kappaB luciferase reporter inhibitors, primary screen, cell-based, luminescence, single point. LMP1-induced NF-kappaB luciferase reporter cells. 0.69% of 350,000 active. inhibition, % at 12.5 µM. AID 504558, 2011; in the data active = inhibition above about 41%;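 note: 0% = neutral control wells and 100% = reference inhibitor control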
CF NFkB inh – inhibitors of PAF-induced NF-kB signaling, primary screen, cell-based, GFP fluorescence, uHTS; KKLEB NF-kB-GFP reporter, GFP fluorescence overnight; inhibition, % at 5 µM; 0.86% of 360,000 active; AID 588850, 2011;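 active = at least 50% inhibition at 5 µM, scaled per plate between neutral and stimulator controls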;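 note: PAF is a Pseudomonas aeruginosa culture filtrate used as stimulus; plate controls were PAF-stimulated DMSO wells for no effect and unstimulated DMSO wells for full effect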
SRC2 inh – inhibition of GAL4-SRC2 driven luciferase reporter, primary screen, SRC2 inhibitor project, cell-based, luminescence. Nuclear receptor coactivator 2 (Homo sapiens), Q15596. HEK293 GAL4-SRC2 luciferase reporter. inhibition, % at 9 µM. 0.17% of 370,000 active;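 active = inhibition above the mean inhibition of all tested compounds plus 3 SD, set per campaign, cut at about 52% in these data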;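 note: 0% = DMSO treated cells and 100% = cells given Gossypol at 36 µM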
NR5A2 inv ag – LRH-1 (NR5A2) inverse agonists, primary screen, cell-based, luminescence, HEK293T, StAR-luciferase reporter; Nuclear receptor subfamily 5 group A member 2 (Homo sapiens), O00482; LRH-1 transfected, 24 h; inhibition, % at 3.6 µM; 0.13% of 360,000 active;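 active = inhibition above the mean inhibition of all tested compounds plus 3 SD, cut at about 73% in these data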;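 note: 0% = DMSO wells and 100% = reporter-only cells lacking LRH-1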
Target sequence (O00482 whole entry, looked up): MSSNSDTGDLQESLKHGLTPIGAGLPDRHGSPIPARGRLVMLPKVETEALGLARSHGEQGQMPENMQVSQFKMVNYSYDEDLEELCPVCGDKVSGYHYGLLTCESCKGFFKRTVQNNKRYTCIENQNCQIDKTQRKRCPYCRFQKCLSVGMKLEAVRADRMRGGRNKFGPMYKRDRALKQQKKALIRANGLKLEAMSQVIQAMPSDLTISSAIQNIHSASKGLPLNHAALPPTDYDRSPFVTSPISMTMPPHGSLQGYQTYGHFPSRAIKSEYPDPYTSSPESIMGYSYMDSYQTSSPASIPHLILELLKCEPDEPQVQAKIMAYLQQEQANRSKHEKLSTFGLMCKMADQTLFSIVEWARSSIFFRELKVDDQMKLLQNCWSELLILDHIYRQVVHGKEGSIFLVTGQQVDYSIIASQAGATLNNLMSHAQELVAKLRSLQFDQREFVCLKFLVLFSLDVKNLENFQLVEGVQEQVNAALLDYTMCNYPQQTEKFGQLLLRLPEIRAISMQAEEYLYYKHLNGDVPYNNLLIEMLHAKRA
* marks the source's active call; other numbers are inactive results; . = not tested or not shown.

SMILES	NCOA3 inh	NCOA1 inh	KKLEB cytotox	TROY signal inh	NR2F2 inh	TWEAK Fn14 block	C8 TRAIL sens	EBV LMP1 NFkB	CF NFkB inh	SRC2 inh	NR5A2 inv ag
COc1ccc(NC(=O)C2CCC(C(C)(C)C)CC2)cc1S(=O)(=O)N1CCCCC1 (stereo not drawn)	19	-1	12	39	5	49	26	15	2	2	-17
O=C(Nc1ccc(Br)cc1)c1cccc(N2C(=O)C3CCCCC3C2=O)c1 (stereo not drawn)	-6	-14	13	33	-18	6	8	-7	-3	5	7
C/C(=N/Nc1ccnc2cc(Cl)ccc12)c1ccc(O)cc1	-5	-22	-2	21	2	-7	11	1	-53	0	-26
CCN1C(=O)N(CC)C2C1N(CO)C(=O)N2CO (stereo not drawn)	11	-2	-2	1	12	-14	-8	3	-8	-9	5
Cc1ccc(NCC(=O)c2ccc([N+](=O)[O-])cc2)cc1	-33	-31	-1	-32	.	-41	13	-11	-13	.	-42
Cn1c(=O)oc2cc(S(=O)(=O)NCc3ccc(C(=O)O)cc3)ccc21	7	8	-4	-4	17	-20	-8	-12	2	2	0
CC1(C)Cc2nc3sc4c(=O)n(Cc5ccccc5)cnc4c3cc2CS1	9	-13	2	-34	-1	-36	-3	-7	12	-8	-21
Cc1ccc2cc(CN(Cc3ccco3)C(=O)C3CCCCC3)c(=O)[nH]c2c1C	-4	-2	-4	.	-11	26	2	5	-3	-20	7
C/C(=N/NC(=O)c1ccco1)c1ccc(Br)s1	-46	-57	12	-47	-28	-26	-15	-4	-27	-61	-77
Cc1cc(C)cc(C(=O)NC(=S)Nc2ccc3[nH]c(=O)[nH]c3c2)c1	19	9	-14	-4	-19	-34	-15	11	21	9	-7
CCN(CC)CCCNC(=S)N(CCO)Cc1cc2cc3c(cc2[nH]c1=O)OCCO3	1	4	-1	4	-8	4	-22	-1	-1	-3	14
CC(C)CCOc1ccc(C(=O)NN2C(=O)NC3(CCCCC3)C2=O)cc1	7	-1	-2	-42	10	-18	-15	0	5	-12	-12
CN1CCCN(C(=O)c2cc(-c3cccc4ccccc34)nc3ccccc23)CC1	14	-2	-4	4	-22	-5	2	4	-10	-25	-2
N#Cc1ccc(C(=O)OCC(=O)N2CCOCC2)cc1	10	-3	6	5	6	5	-10	0	-6	2	15
Cc1ccc(N2CC(C(=O)Nc3cc(C(F)(F)F)ccc3N3CCCC3)CC2=O)cc1 (stereo not drawn)	-11	1	-9	-4	18	-4	17	-8	12	12	6
NC(=O)C1CCN(S(=O)(=O)Cc2ccccc2Cl)CC1	1	1	10	9	-9	9	-5	-4	-17	1	6
CCCCOc1nc2ccccc2nc1NS(=O)(=O)c1ccc(F)cc1	1	-5	2	1	-6	17	13	2	3	22	-7
Cc1ccc(NC(=O)CCCOc2ccccc2)cc1S(=O)(=O)N1CCOCC1	-6	-2	-35	0	-6	4	-16	2	0	-13	1
Cc1nc2c3ccccc3nc(NNC(=O)CCC(=O)NC(C)C)n2n1	17	-33	-10	-11	1	11	-4	3	6	6	-1
CO/N=C/CC(=O)c1ccc(-c2ccccc2)cc1	-5	-10	6	-8	-20	-25	-8	-8	-4	-18	-20
O=C(O)CCCC(=O)Nc1nc2n(n1)C(c1ccc(F)cc1)CC(c1ccc(Cl)cc1)N2 (stereo not drawn)	0	-2	-2	9	19	21	-12	1	15	11	-20
Fc1ccc2c(c1)C(c1ccncc1)=NNC(c1ccccc1)=N2	9	-8	11	-17	0	-10	-8	-5	17	28	-11
O=C(N/N=C/C=C/c1ccccc1)C1CC1c1ccccc1 (stereo not drawn)	-12	-2	-9	-4	5	7	-14	-9	13	4	-1
C[C@@H]1CN(Cc2cn(C)nc2-c2cccc(Cl)c2)C[C@H](C)O1	14	-7	16	-6	-6	-5	-5	-4	-13	13	-4
Cc1c(NC(=O)COC(=O)CCc2c[nH]c3ccccc23)c(=O)n(-c2ccccc2)n1C	24	-30	29	15	9	5	0	13	8	-40	19
O=C(O)c1ccc(-n2cccc2/C=C2/SC(=O)N(CC(=O)N3CCCC3)C2=O)cc1	5	-17	-2	-21	8	18	-22	2	1	8	19
Cc1cc(C(=O)CN2C(=O)NC(C)(c3ccc(F)c(F)c3)C2=O)c(C)n1C1CC1 (stereo not drawn)	-6	-10	-6	5	7	3	12	-5	12	-7	9
CC(CN(C)Cc1ccccc1)OC(=O)C1COc2ccccc2O1 (stereo not drawn)	13	-11	10	5	-7	5	-11	-4	-1	-7	5
Cc1ccc(NC(=S)NC(NC(=O)Cc2cccc3ccccc23)C(Cl)(Cl)Cl)cc1 (stereo not drawn)	9	4	12	32	-1	-14	-6	-1	25	9	7
Fc1ccc(CSc2nc3ccccc3[nH]2)c2ccccc12	-15	-13	-4	27	-5	-23	32	-14	-5	-21	-53
Cn1ccc(O)c(C#N)c1=O	8	4	9	-3	0	5	0	-3	-15	-12	4
COC(=O)[C@@H](Cc1ccccc1)NC(=O)NCCc1ccc(OC)c(OC)c1	12	15	2	-8	-11	-1	11	-3	2	13	6
O=C(Nc1ccc(C(=O)N2CCC(O)(c3ccc(Cl)c(C(F)(F)F)c3)CC2)cc1)c1ccc(Br)o1	7	1	-6	22	0	22	5	1	31	-6	5
C=CCNc1nc(NCc2cccc(OC)c2)c2sc(-c3ccccc3)cc2n1	-42	-16	-5	-44	-14	-17	16	.	-2	-31	-44
CCOC(=O)C(Cc1ccccc1)C(=O)Nc1ccc(NC(=O)C(Cc2ccccc2)C(=O)OCC)cc1 (stereo not drawn)	14	-8	8	19	-1	-4	-3	6	-2	-10	7
Cc1ccc(NC(=O)CCN2CCN(C)CC2)cc1	-16	1	-4	21	-12	9	3	0	3	-3	8
CC1CC(C)(C)CC2(C1)NC(=O)N(CC(=O)N1CCN(S(=O)(=O)c3cccc(F)c3)CC1)C2=O (stereo not drawn)	-1	0	-6	0	-1	10	10	3	6	-10	0
CCOC(=O)N1CCC(NC(=O)c2cc(C(=O)Nc3ccc(F)cc3F)ccc2CO)CC1	2	5	0	2	4	4	-32	7	-7	4	10
c1ccc2[nH]cnc2c1	-24	-11	-22	2	20	-1	-3	-5	-10	-6	-8
Cc1ccc(-n2nc3c(=O)n(C(C)C(=O)NCCc4cccs4)nc(C)c3c2C)cc1 (stereo not drawn)	18	6	7	13	.	19	26	2	2	.	15
COc1ccc(OC)c(CCNC(=O)CCc2nnc3ccc(N4CCCC4)nn23)c1	23	2	1	-9	-5	-5	-20	-3	2	-22	-10
COC(=O)c1ccc(CSc2nc(-c3ccco3)cc(C(F)(F)F)n2)o1	1	6	-1	-3	-14	4	4	5	11	3	-11
[O-]/[N+](=C\c1ccccc1)[C@@H]1CCCC[C@@H]1/[N+]([O-])=C/c1ccccc1	11	9	14	-36	7	9	22	-5	2	-6	1
O=C(O)C1CCN(c2ccc(S(=O)(=O)N3CCOCC3)cc2[N+](=O)[O-])CC1	4	-9	1	1	8	22	-9	-2	6	-22	8
CN(CC(=O)Nc1ccc(F)cc1)CC(=O)N1CCc2ccccc21	-13	-3	17	-22	-14	-22	-3	-10	-12	-7	-3
CCOc1ccc(OCC)c(NC(=O)CSCC(=O)O)c1	-12	-3	-3	11	-23	16	0	5	3	-12	1
O=C(Nc1ccccc1[N+](=O)[O-])C1C(c2ccccc2)=C1c1ccccc1	3	-1	-10	-31	-8	15	7	-8	18	-1	-5
NS(=O)(=O)c1ccc(NS(=O)(=O)/C=C/c2ccccc2)cc1	18	0	-3	12	15	12	0	0	1	-23	-1
CC(C)C[C@@H](CN1CCC[C@@H]1CN1C(=O)C(=O)NC[C@@H]1Cc1ccccc1)N1C[C@H](Cc2ccc(O)cc2)N(CCc2ccccc2)C(=O)C1=O	0	-2	10	-5	-17	4	-5	1	-5	-3	-6
CC1CCc2c(sc3nc(CN4CCN(S(=O)(=O)c5ccccc5[N+](=O)[O-])CC4)[nH]c(=O)c23)C1 (stereo not drawn)	13	7	10	-2	17	0	3	-10	-15	-20	-13
COC(=O)[C@]12CCCCC=C1N(Cc1cccc3ccccc13)C(=O)[C@H](CC(=O)NCc1cccc3ccccc13)C2	.	.	.	0	16	7	6	.	.	-17	-26
Cc1ncoc1C(=O)Nc1cccc(Cl)c1	-27	-27	13	-17	.	-2	10	-8	-11	.	-34
COc1cc2c(cc1OC)CN(C(C)C(=O)N1CCc3ccccc31)CC2 (stereo not drawn)	9	-7	4	-3	2	-3	6	0	10	1	-1
O=C(CNC(=S)N(CCCN1CCOCC1)Cc1cccs1)NCCN1CCOCC1	2	-27	8	-14	2	3	2	1	-12	-28	-1
CSCC[C@H](NC(=O)OC(C)(C)C)c1nnc(SCc2ccc(F)cc2)o1	7	-1	0	13	23	19	10	0	4	11	-2
O=C(NC1CCCC1)C1CC(=O)N(C2CCCCCCC2)C1 (stereo not drawn)	-10	-18	-13	0	10	-3	22	-2	-33	-15	-15
CC(=O)N1CC(c2ccccc2)C(c2ccc(Cl)cc2)=N1 (stereo not drawn)	16	16	-7	-15	10	-12	8	1	3	-5	7
O=C(CNC(=O)c1ccco1)Nc1ccc2c(c1)OCCO2	1	10	-10	71*	16	86*	17	32	-2	-8	6
O=C(O)CC1S/C(=N/N=C/c2ccccn2)NC1=O (stereo not drawn)	13	-8	0	20	-24	-3	8	4	22	-2	15
CC(=O)c1cccc(S(=O)(=O)Nc2ccccc2N2CCOCC2)c1	-17	-7	-1	-5	0	-7	-3	0	3	0	-1
CCOC(=O)C1=C(C)Nc2nc3ccccc3n2C1c1ccncc1 (stereo not drawn)	-5	7	8	14	14	5	2	-2	-8	-7	-8
CC(C)OC(=O)CN1C(=O)C(C)(C)Oc2ccc(C(=O)NC3CC3)cc21	-12	-9	0	-9	-6	5	0	-1	0	-53	3
Cc1cc(C)cc(NC(=O)/C=C/c2ccc([N+](=O)[O-])s2)c1	7	-6	-7	-47	-4	-4	-4	-110	-13	1	2

Screening results as filed in PubChem BioAssay.
